Assay outcomes deposited in PubChem BioAssay by National Center for Advancing Translational Sciences (NCATS).
GLS inhibitor = glutaminase GLS (human) inhibition; GLS enzymatic activity, qHTS titration; Potency, µM (series often up to 45.5 µM), for inactives: top-dose activity change, negative = inhibition, hits mostly inhibitors; 410,000 compounds, 0.21% hits; further: on the % scale 0 is the no-effect control and ±100 the full control effect
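Human kidney-isoform GLS in 45 mM KH2PO4 pH 8.2, 0.02% Tween-20, with compound, started with 1mM L-Glutamine (added stock). Glutamate oxidase/HRP/Amplex red coupled fluorescence read at start and after 30 min at RT.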
JMJD2A Tudor inh = blocks the human JMJD2A Tudor domain. O75164. AlphaScreen JMJD2A-Tudor / H3K4me3 peptide binding. Potency, µM (series often up to 114 µM), without a hit: top-dose activity change, negative = inhibition, most hits filed as inhibitors. 390,000 compounds, 4.4% hits; further: on the % scale 0 is the no-effect control and ±100 the full control effect; nearly all actives have a fitted effect of over 50% in size
ERG-DNA inh = inhibitors of human ERG Ets domain-DNA interaction. Potency, µM (titrated, usually from 76.9 µM), for inactives: at the highest dose FP activity, negative = inhibition, actives largely listed as inhibitors. fluorescence polarization, His-ERG Ets domain / labelled DNA. 370,000 compounds, 0.028% hits. P11308; active means well fitted inhibition curve with a large enough effect in the polarisation, with a control signal flat; inconclusive means small, poorly fitted or top-dose-only effect, or effect the other way, or a change in a side signal; inactive means no such curve, though single readings can be large or run the other way; the % refers to the polarisation;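 further: polarization taken with two DNA probes labelled with fluorescein and Texas red; % of control where 0% means no effect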
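His-tagged ERG Ets domain (1 uM in the protein solution; 300mM KCl, 50mM Tris-HCl, 1mM EDTA, 1mM DTT, pH 7.5) received compound, then a probe mix of 5 nM fluorescein-DNA and 100nM Texas-615-DNA. Fluorescence polarization was read for both dyes.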
PGK inhibitor = blocks T. brucei phosphoglycerate kinase; AID 602233; P07378; PGK/GAPDH coupled, Kinase-Glo luminescence, 60 min; Potency, µM (series often up to 57.5 µM), for inactives: at the highest dose activity change, negative = inhibition, hits mostly inhibitors; 380,000 compounds, 0.043% hits; further: on the % scale 0 is the no-effect control and ±100 the full control effect; nearly all actives have a fitted effect of over 60% in size
Target sequence (P07378 whole entry, looked up): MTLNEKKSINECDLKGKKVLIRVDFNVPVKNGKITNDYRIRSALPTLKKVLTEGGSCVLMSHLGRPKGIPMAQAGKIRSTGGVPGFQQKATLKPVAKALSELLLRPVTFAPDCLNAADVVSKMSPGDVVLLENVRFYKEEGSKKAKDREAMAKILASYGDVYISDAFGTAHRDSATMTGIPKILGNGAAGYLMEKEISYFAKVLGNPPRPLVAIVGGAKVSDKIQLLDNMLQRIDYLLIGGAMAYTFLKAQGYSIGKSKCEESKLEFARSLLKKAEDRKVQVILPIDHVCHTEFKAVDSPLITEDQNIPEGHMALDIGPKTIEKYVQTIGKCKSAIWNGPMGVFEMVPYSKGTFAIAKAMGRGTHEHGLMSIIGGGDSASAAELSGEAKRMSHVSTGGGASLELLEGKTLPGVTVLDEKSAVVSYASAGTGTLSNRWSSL
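Recombinant glycosomal PGK reaction used 1,3-bisphosphoglycerate generated in-well by GAPDH (100nM final) in 100mM TEA pH 7.6, 5mM MgCl2, 0.01% Tween-20. After 60 minutes at room temperature, ATP was read by Kinase-Glo Plus luminescence end-point.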
Pin1 inh = blocks the human prolyl isomerase Pin1 | Q13526 | Pin1 FP peptide displacement, HiFluor488, 10 min | Potency, µM (doses to about 115 µM), for inactives: at the highest dose activity, negative = inhibition, usual class: inhibitors | 390,000 compounds, 0.009% hits | AID 504891; active means well fitted inhibition curve with a large enough effect in the polarisation, with a control signal flat, not every such curve was filed as active; inconclusive means small, poorly fitted or top-dose-only effect, or effect the other way, or a change in a side signal; inactive means no such curve, though single readings can be large or run the other way; the % refers to the polarisation; further: on the % scale 0 is the no-effect control and ±100 the full control effect
Target sequence (Q13526 whole entry, looked up): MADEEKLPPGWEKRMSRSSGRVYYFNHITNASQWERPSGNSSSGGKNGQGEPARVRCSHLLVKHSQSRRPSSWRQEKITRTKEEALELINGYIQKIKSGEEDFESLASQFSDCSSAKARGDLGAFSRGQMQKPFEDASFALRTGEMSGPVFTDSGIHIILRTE
HP1b chromo inh = inhibitors of HP1-beta chromodomain binding to methylated histone tails | Potency, µM (doses to about 114 µM), for the others: at the highest dose activity change, negative = inhibition, usual class: inhibitors | AlphaScreen HP1-beta / biotin-H3K9me3 peptide binding | 390,000 compounds, 0.56% hits; further: nearly all actives have a fitted effect of over 70% in size; inactives centre near 23
Target sequence (P83916 whole entry, looked up): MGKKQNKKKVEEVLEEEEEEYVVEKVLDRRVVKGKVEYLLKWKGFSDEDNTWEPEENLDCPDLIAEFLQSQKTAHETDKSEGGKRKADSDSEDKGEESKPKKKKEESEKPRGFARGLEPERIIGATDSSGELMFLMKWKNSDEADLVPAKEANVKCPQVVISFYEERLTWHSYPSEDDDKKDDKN
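AlphaScreen: HP1-beta (50 nM) preformed 30 min with biotin-H3(1-18)K9me3 peptide (50 nM) in PBS pH 7.4, 0.01% Tween-20. Compound added for 30 min at RT, then streptavidin donor/nickel chelate acceptor beads (10 ug/mL) for 30 min.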
ALOX12 inh = blocks human arachidonate 12S-lipoxygenase; AID 1671190; Potency, µM (doses to about 108 µM), inactives show at the top dose activity change, negative = inhibition, usual class: inhibitors; P18054; 580,000 compounds, 1.1% hits; purified 12hLO, xylenol orange hydroperoxide absorbance; further: on the % scale 0 is the no-effect control and ±100 the full control effect
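Purified human 12hLO (150 nM final) in 25 mM Hepes, 0.01% Triton X-100, pH 7.0 was preincubated 15 min at room temperature with compound. Then 40 uM arachidonic acid was added, 30 min. Hydroperoxide was read by Fe-XO absorbance ratio 573/405 nm.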
TrxR1 inh = blocks rat thioredoxin reductase 1. O89049. 390,000 compounds, 1% hits. Potency, µM (top dose mostly 114 µM), without a hit: at the highest dose activity change, negative = inhibition, hits mostly inhibitors. recombinant rTrxR1, NADPH fluorescence consumption, selenite substrate; further: on the % scale 0 is the no-effect control and ±100 the full control effect; nearly all actives have a fitted effect of over 65% in size
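Rat TrxR1 (90 nM in the dispensed reagent) was pre-reduced with 400 uM NADPH for 5 min at room temperature, then incubated with compound for 15 min. After 400 uM selenite was added, NADPH fluorescence (Ex 340/Em 450 nm) was followed for 8 min.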
RGS4 inh = blocks human RGS4-accelerated GTP hydrolysis; Potency, µM (series often up to 114 µM), inactives show at the top dose activity change, negative = inhibition, hits mostly inhibitors; Transcreener GDP fluorescence polarization, RGS4-accelerated GTP hydrolysis; 390,000 compounds, 0.039% hits; further: on the % scale 0 is the no-effect control and ±100 the full control effect; nearly all actives have a fitted effect of over 75% in size; some results filed as inactive show a strong effect at the top dose
Target sequence (P49798 whole entry, looked up): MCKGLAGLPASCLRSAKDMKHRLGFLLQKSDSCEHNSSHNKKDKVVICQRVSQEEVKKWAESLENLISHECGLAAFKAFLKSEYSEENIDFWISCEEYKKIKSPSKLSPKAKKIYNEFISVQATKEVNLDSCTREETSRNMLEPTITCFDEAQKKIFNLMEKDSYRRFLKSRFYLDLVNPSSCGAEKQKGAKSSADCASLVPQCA
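MLSMR compounds (23 nl, pin-transferred) preincubated 10 min at room temperature with a 500nM (2x) first reagent, then RGS4 at 900nM (2x) plus Transcreener GDP mix added; fluorescence polarization (620/688 nm) read before and after 90 min at 30 °C.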
* hit, by the source's call; i = inactive; ? = inconclusive; . = no result given; & = joins results of further samples; [ ] = remark or other dose. Unless noted, the call rests on the fitted dose curve; in most records, active means well fitted curve in the direction sought with a large enough effect; inconclusive means small, poorly fitted or top-dose-only effect, or another doubt; inactive means no such curve, though single readings can be large; an effect the other way counts as inactive or inconclusive. Potency means the concentration at half of the fitted maximal effect.

SMILES	GLS inhibitor	JMJD2A Tudor inh	ERG-DNA inh	PGK inhibitor	Pin1 inh	HP1b chromo inh	ALOX12 inh	TrxR1 inh	RGS4 inh
CCCCN(CCCC)S(=O)(=O)c1ccc(NC(=O)c2cccs2)cc1	1%	-15%	2%	-12%	-7%	18%	13%	16%	-17%
CN(Cc1ccco1)S(=O)(=O)c1cc(F)ccc1CN1C(=O)c2cccnc2C1=O	5%	13%	-4%	i	10%	43%[activator]	?	9%	34%
CC(=O)N1c2ccc(S(=O)(=O)NCC3CCC(C(=O)NC(C)(C)C)CC3)cc2CC1C (stereo unspecified)	2%	-3%	-1%	i	-7%	13%	-3%	31%	18%
Cc1oc2c(c(C)cc3oc(=O)c(CC(=O)NCCCN4CCCC4=O)c(C)c32)c1C	2%	-17%	-23%	0%	-3%	24%	10%	12%	1%
O=C(CSc1nc2ccccc2c(=O)[nH]1)Nc1ccccc1O	19%	-6%	9%	-2%	0%	6%	0%&-48%	-1%[57.1 µM]	20%
CCCCN(C(=O)c1ccc(OC)c([N+](=O)[O-])c1)c1c(N)n(CCC)c(=O)[nH]c1=O	-5%	-10%	12%	i	0%	40%[activator]	-11%	7%	10%
COc1ccc(NC(=O)Cn2c(=O)n(CC3CCCO3)c(=O)c3ccccc32)c(OC)c1 (stereo unspecified)	-5%&0%	1%&-11%	-1%&-1%	-7%&-2%	?	22%&7%	17%&2%	18%&22%	11%&-2%
O=C(CSc1nnc(NC(=O)Cc2ccccc2)s1)NCC1CCCO1 (stereo unspecified)	-15%	-3%	7%	i	9%	39%	-5%	-20%	-10%
CCC(C)(C)NC(=O)C(C(C)C)N(CC1CCCO1)C(=O)CNS(=O)(=O)c1ccccc1 (stereo unspecified)	-19%	4%	1%	1%	0%	29%	-40%	?	0%
N#Cc1cc2[nH]c(=O)c(=O)[nH]c2cc1[N+](=O)[O-]	.	-14%	.	.	-12%	2%	184%[activator]	-3%	5%
COC(=O)c1cc(Cl)c(NC(=O)/C=C/c2ccc(OC)c(OC)c2)cc1OC	-1%	-7%	0%	-6%	5%	-11%	-20%	?	7%
COc1ccc(N(C(=O)c2ccncc2)S(=O)(=O)c2ccc3c4c(cccc24)C(=O)N3C)cc1	-10%	12%	3%	-5%	?	41%[activator]	17%	-33%[57.1 µM]	-21%
CCOC(=O)[C@H]1[C@H]2COc3ccc(Cl)cc3[C@@H]2N2C(=O)c3ccc(C)cc3NC(=O)[C@@]12C	0%	-23%	-3%	6%	6%	24%	-12%	1%[57.1 µM]	15%
O=C1CSC(=S)N1c1cccnc1	21%	-17%	.	-5%	18%	30%	7%	-20%	-26%
Cc1ccc(CN2CCC(NC(=O)c3ccccc3)CC2)cc1	0%	-21%	-1%	-7%	-14%	15%	0%	10%	-22%[56.9 µM]
O=S(=O)(c1ccccc1)N(CC(O)Cn1c2ccccc2c2ccccc21)c1ccccc1 (stereo unspecified)	-2%	-23%	-8%	-2%	3%	22%	37%[activator]	19%[57.1 µM]	16%
C/C(=N\NC(=O)c1nnn(-c2nonc2N)c1C(C)C)c1cc(C)sc1C	0%	-13%	-4%	-8%	11%	13%[57 µM]	8%	2%	23%
O=C1CCC(=O)N1c1ccc(S(=O)(=O)Nc2ccc(Br)cc2)cc1	-5%	-4%	4%	0%	0%	-20%	?	6%[57.1 µM]	-16%
CCN(C(=O)/C=C/c1cc(OC)c(OC)c(OC)c1)C1CCCCC1	-1%	-17%	-2%	3%	-1%	20%	-32%	-6%	-1%
Cc1cc(C)c2c(c1)[C@@H]1C=CC[C@@H]1[C@H](c1ccc(S(=O)(=O)N3CCOCC3)cc1)N2	4%	?	0%	-6%	1%	1%	?	2.8µM*	?
COCCn1nnnc1C(C(C)C)N1CCOCC1 (stereo unspecified)	17%	-23%	.	-9%	0%	18%	?	13%	11%
Cc1cccc(CN2C(=O)c3ccccc3S(=O)(=O)c3ccc(C(=O)N4CCN(c5cc(C)ccc5C)CC4)cc32)c1	1%	-14%	-2%	-4%	6%	24%	0%	31%	-13%
CC(C)N(C(=O)Cn1cc(SCC(=O)Nc2ccccc2F)c2ccccc21)C(C)C	9%	11%	-1%	-5%	-5%	58%[activator]	?	7%	11%
CSc1ncc(-c2ccccc2)cn1	0%	8%	-10%	-1%	-16%	55%[activator]	-2%	-7%	3%
CCn1c(SCC(=O)c2cc(C)n(CC3CCCO3)c2C)nc2ccccc21 (stereo unspecified)	22%	?	-5%	i	-14%	-20%	-8%	-9%	-11%
C=CCOc1ccc(C2/C(=C(\O)c3ccc4c(c3)OCCO4)C(=O)C(=O)N2CCCN2CCOCC2)cc1 (stereo unspecified)	16%	-14%	-6%	4%	-12%	13%	?	-30%	3%
CC(C)Oc1cccc(C(=O)C2CCCN(C(=O)c3csnn3)C2)c1 (stereo unspecified)	-1%	-15%	1%	-1%	7%	27%	9%	-2%	-13%
Cn1c(=O)c2c(ncn2CC(=O)N2CCN(S(=O)(=O)c3ccc(Cl)cc3)CC2)n(C)c1=O	0%	-10%	8%	-6%	-1%	33%	?	12%	-15%
CN(C)S(=O)(=O)N(CC(=O)NCc1ccccc1)c1ccccc1	10%	-16%	-1%	.	2%	8%	?	10%	2%
O=C(Nc1nc(-c2ccc(Br)cc2)cs1)c1cccnc1	1%	-12%	3%	-9%	-3%	2%	-16%	26%[57.1 µM]	-7%

Part of the list above in order of number of heavy atoms, rising:
SMILES	GLS inhibitor	JMJD2A Tudor inh	ERG-DNA inh	PGK inhibitor	Pin1 inh	HP1b chromo inh	ALOX12 inh	TrxR1 inh	RGS4 inh
CCn1c(SCC(=O)c2cc(C)n(CC3CCCO3)c2C)nc2ccccc21 (stereo unspecified)	22%	?	-5%	i	-14%	-20%	-8%	-9%	-11%
C=CCOc1ccc(C2/C(=C(\O)c3ccc4c(c3)OCCO4)C(=O)C(=O)N2CCCN2CCOCC2)cc1 (stereo unspecified)	16%	-14%	-6%	4%	-12%	13%	?	-30%	3%
Cc1cccc(CN2C(=O)c3ccccc3S(=O)(=O)c3ccc(C(=O)N4CCN(c5cc(C)ccc5C)CC4)cc32)c1	1%	-14%	-2%	-4%	6%	24%	0%	31%	-13%

Continuation:
SMILES	GLS inhibitor	JMJD2A Tudor inh	ERG-DNA inh	PGK inhibitor	Pin1 inh	HP1b chromo inh	ALOX12 inh	TrxR1 inh	RGS4 inh
CC(=O)c1cccc(-n2c(=O)c3c4c(sc3n(CC(=O)c3ccc(Cl)cc3)c2=O)CN(C(C)=O)CC4)c1	-11%	-15%	-1%	-2%	32%[activator]	7%	-18%	16%	12%
CCOc1ccc(C(=O)C(C)OC(=O)CN2C(=O)NC(C)(C)C2=O)cc1 (stereo unspecified)	4%	-15%	-5%	-10%	-2%	6%	-10%	-11%	18%
Oc1cc(NCc2ccc(Cl)cc2)cc2cccnc12	2%	-10%	.	1%	-9%	57%[activator]	-37%	-14%[57.1 µM]	-10%
COc1ccc(N(CC(=O)Nc2cccc(SC)c2)S(C)(=O)=O)cc1Cl	10%	-30%	-2%	-6%	7%	7%	-6%	16%[57.1 µM]	-19%
COC(=O)CCC(=O)Nc1ccc(S(=O)(=O)N2CCc3ccccc32)cc1	16%	-24%	-1%	i	0%	6%	-3%	7%[57.1 µM]	14%
CN(C)CCn1c2c(c(SCC(=O)Nc3nccs3)nc1=O)CCCC2	-2%	-6%	-5%	-6%	2%	23%	0%	-13%	-8%
O=C(CSc1nc(O)cc(=O)[nH]1)N1CCCc2ccccc21	-10%	-14%	9%	-4%	-12%	31%	-25%	1%	2%
CN1CC(=O)N(CC(=O)Nc2cccc(S(=O)(=O)N3CCOCC3)c2)C1=O	-2%	-14%	4%	-7%	-4%	23%	?	19%	-14%
CN1C[C@@H]2C(c3ccc(Cl)nc3)C3(c4ccccc4)CC2(C3)[C@H]1c1ccccc1 (stereo partly specified)	8%	?	6%	-1%	9%	-2%	0%	2%	14%
O=C(CSc1nnc(COc2ccc(Br)cc2)o1)NC1CCCCC1	-5%	14%	6%	9%	-1%	15%	-9%	21%[57.1 µM]	19%
COc1ccccc1S(=O)Cc1ccc(C(=O)NC2CCCC2)o1 (stereo unspecified)	-5%	-11%	-7%	i	-10%	55%[activator]	-30%	?	-23%
CC(=O)Nc1ccc(S(=O)(=O)N2CCSc3ccccc32)cc1	-1%	-9%	-1%	1%	-2%	7%	-16%	6%[57.1 µM]	-25%
COCCn1c(N)c(C(=O)NCc2cccs2)c2nc3ccccc3nc21	-7%	66%[activator]	-15%	-5%	?	33%	-15%	-5%	5%
CCCCNC(=S)N1CCN(C)CC1	-1%	11µM*	-1%	i	-6%	45µM*	?	-7%[57.1 µM]	9%
COC(=O)CCCC(=O)N1CCOCCN(C(=O)CCCC(=O)OC)CCOCC1	4%	-7%	0%	-2%	-4%	14%	0%	18%[57.1 µM]	17%
O=S(=O)(c1ccccc1)N1CCC(N2CCCCCC2)CC1	10%	4µM*	4%	5%	-4%	?	4.5µM*	10%	-17%
CC(C)OP(=O)(OC(C)C)C(Nc1ccccc1)c1cccc([N+](=O)[O-])c1 (stereo unspecified)	21%	-30%	9%	-10%	-11%	15%	163%[activator]	1%	22%
CC(C)CC(C(=O)Nc1cccc(O)c1)N1C(=O)c2ccccc2C1=O (stereo unspecified)	9%	-25%	15%	-2%	4%	5%	203%[activator]	-14%	-11%
COc1ccccc1CNC(=O)COC(=O)c1cc(C)nc2ccccc12	2%	-6%	-1%	-4%	2%	20%	0%	6%	-19%

This is a subset (hit frequency here may not be typical).
